Screening results deposited in PubChem by several laboratories.
Yfh1-off respiration – mitochondrial function rescue without frataxin homolog – Friedreich's ataxia, plus single-dose screen, dose response (AID 1465); fold induction at 50 µM; hits with a dose series show EC50 in µM; 220,000 compounds, 0.074% hits; S. cerevisiae Yfh1-off respiration, WST-1 reduction, 72 h; higher fold induction means a stronger effect;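 active = fold induction of absorbance versus untreated yeast above a set limit, then at least 30% activation at any dose in follow-up; inconclusive = repeats straddling the limit, or above it without dose testing; inactive = fold induction below the set limit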;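 also: activators that raise dye reduction in frataxin-depleted yeast; strong numbers were not always called active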
bCat nuc transl – beta-catenin nuclear translocation modulation; nuclear translocation activity, % at 5 µM; HeLa beta-catenin nuclear translocation, immunofluorescence imaging; 190,000 compounds, 0.3% hits;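 active = nuclear translocation activity above 50% at 5 µM, with a well cell count of 50 or more; inconclusive = wells under 50 cells across six images, flagged as toxic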;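 also: per-cell ratio of nuclear to cytoplasmic median beta-catenin stain intensity; plate controls were DMSO negative control for no effect and GSK-3 inhibitor IX positive control for full effect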
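test system = HeLa cells, endogenous beta-catenin | dosing = single 5 µM dose plus 0.02–20 µM confirmation series | times = compound treatment 24 h, 37°C, 5% CO2 | technique = beta-catenin immunofluorescence imaging with DAPI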
MT stabilizer – stabilizes microtubules in HeLa cells. HeLa tubulin immunostaining HCS, 24 h; share of cells brighter than vehicle mean+2SD. % tubulin-high responders, % at 10 µM. 200,000 compounds, 0.83% hits. AID 2205;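 active = plate Z-score above 3 for both tubulin-high and condensed-nucleus cell shares, with cell loss under 80%, at 10 µM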;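 also: anti alpha tubulin signal scored within the nucleus-defined area of each cell; some results filed as inactive read as strong as hits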
Dynein transport – dynein cargo transport inhibition; 3617.4 mouse cells, GR-EGFP nuclear translocation imaging; test concentration mostly 20 µM; stimulated with dexamethasone, 1 µM; stronger effect = lower value; z-score, hits read low; 220,000 compounds, 0.47% hits; AID 1381;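 active = plate z-score of nuclear minus cytoplasmic receptor signal below a set negative limit, without overly bright fluorescence or cell loss, cut at about -3.5 in these data, passing the limit was not always enough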;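 also: z-score of nuclear minus cytoplasmic ring GR-EGFP intensity difference per well; some compounds called inactive have numbers as strong as hits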
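Also added: dexamethasone, 1.0 µM final. Medium: tet-free, stripped-serum medium. Detection: fixed, Hoechst-stained cells imaged at 10x for EGFP. Read-out: nuclear-to-cytoplasmic GR-EGFP distribution per well. Times: induction 48 h, compound 1 h, agonist 30 min.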
WT yeast gro inh – growth inhibition of WT yeast, mitochondrial fusion screen; inhibition, % at 10 µM; AID 1362; 190,000 compounds, 2.1% hits; mitochondrial fusion phenotypic screen, WT strain; in the data active = inhibition above about 58%; tested in S. cerevisiae
HIV peptide binding – cell-free HIV fusion peptide-binding blockers – biochemical, uHTS, fluorescence dequenching, primary screen (AID 1986); one-dose inhibition, % at 20 µM; IC50 in µM for titrated hits; cell-free peptide binding, fluorescence dequenching, 30 min; higher % means a stronger effect; 290,000 compounds, 0.3% hits; in the data active = inhibition mostly above about 52%, no sharp cut-off; inactive = mostly below about 76%; also: some results filed as inactive read as strong as hits
AID2073 – disruptors of CaV2.2 binding to Mint1 – biochemical, HTRF (AID 2073) | 290,000 compounds, 0.19% hits | HTRF protein-protein interaction, Mint1-CaV2.2; higher % means a stronger effect | inhibition, % at 20 µM, or IC50 in µM where a hit was titrated; in the data active = inhibition mostly above about 51%, no sharp cut-off; inconclusive = no clear call, values can overlap the other calls; inactive = mostly below about 53%; also: some results filed as inactive read as strong as hits
Autophagy HCS – alters autophagy in cells | calls only at 10 µM (by protocol) | MEF GFP-LC3 puncta imaging; test concentration mostly 10 µM | 190,000 compounds, 0.98% hits;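 active = percentage of spot-positive cells more than 3 SD above its plate mean, without a fluorescence outlier flag or 80% toxicity; inconclusive = no clear call, values can overlap the other calls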;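 also: spot-positive cell cutoff set from DMSO-treated cells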
Insulin prom up – MIN6 insulin promoter up-regulation. AID 1625. z-score at 5 µM. 190,000 compounds, 0.3% hits. MIN6 insulin promoter-GFP reporter, high-content imaging; stronger effect = higher value;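 active = z-score above 3 at 5 µM with at least 500 cells counted in the well; inconclusive = wells under 500 cells, flagged as cytotoxic or low count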
WT yeast gro inh mutant strain – recorded beside WT yeast gro inh, whose call it bears; inhibition, %; mitochondrial fusion phenotypic screen, mutant strain inhibition
Dynein transport cytoplasmic EGFP – second read-out of Dynein transport, no call of its own (marks repeat the call); z-score; measured here: cytoplasmic GR-EGFP intensity; stronger effect = higher value
Dynein transport nuclear GR-EGFP – recorded beside Dynein transport, whose call it bears; z-score; measured here: nuclear GR-EGFP intensity;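 lower value marks the stronger effect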
Dynein transport cell count – recorded beside Dynein transport, whose call it bears; z-score; measured here: cell count per field
Insulin prom up cell count – further read-out of Insulin prom up, marked with its call; cell count; measured here: cytotoxicity, nuclei count;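 total cells summed across four imaged fields per well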
bCat nuc transl cell count 5 µM – recorded beside bCat nuc transl, whose call it bears; cell count; measured here: cell count, cytotoxicity flag
MT stabilizer Hoechst-high % – further read-out of MT stabilizer, marked with its call; % Hoechst-high responders; measured here: nuclear condensation Hoechst responders;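 share of cells brighter than vehicle mean plus two SD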
MT stabilizer cytotoxicity % – recorded beside MT stabilizer, whose call it bears; toxicity, %; measured here: cytotoxicity by cell density;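 0% = mean cell density of plate MIN control wells and 100% = no cells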
Autophagy HCS cell loss 18 h – further read-out of Autophagy HCS, marked with its call; toxicity, %; measured here: cell loss, nuclei count;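 cell loss after 18 h compound exposure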
* hit, by the source's call; i = inactive; u = inconclusive; x = not tested or not shown.

SMILES	Yfh1-off respiration	bCat nuc transl	bCat nuc transl cell count 5 µM	MT stabilizer	MT stabilizer Hoechst-high %	MT stabilizer cytotoxicity %	Dynein transport	Dynein transport cytoplasmic EGFP	Dynein transport nuclear GR-EGFP	Dynein transport cell count	WT yeast gro inh	WT yeast gro inh mutant strain	HIV peptide binding	AID2073	Autophagy HCS	Autophagy HCS cell loss 18 h	Insulin prom up	Insulin prom up cell count
COCCCn1c(SCC(=O)Nc2ccc(C(C)=O)cc2)nc2ccccc2c1=O	i	-4.1	863	1.4	1.0	7.2	-0.55	-0.21	-0.37	0.8	15	18	4.5%	7%	i	5	0.45	1197
COc1ccccc1OCC(=O)NNC(=O)c1cccs1	i	1.3	962	3.3	2.5	9.9	-0.56	-0.32	-0.76	0.82	6	9	0.6%	-1%	i	-21	0.01	1238
CC(OC(=O)Cc1coc2ccc3ccccc3c12)C(=O)NC(N)=O (stereo not drawn)	i	0.6	1381	x	x	x	-0.47	-0.51	-0.41	-0.41	x	x	1.1%	5%	x	x	-0.41	1061
CCCN(N=Nc1cccc([N+](=O)[O-])c1)c1cccc([N+](=O)[O-])c1	i	-1.7	1216	0.4	0.8	14	-0.48	-0.3	-0.25	0.44	14	14	-2.3%	14%	i	-8	-0.32	835
CC(C)CN(CC(C)C)c1nnc(N)s1	x	-1.1	575	5.3	2.0	6.9	-0.22	-0.12	0.58	0.4	2	-6	2.0%	2%	i	-4	-0.04	1314
Cc1cc(Nc2ccccc2)c2c([N+](=O)[O-])cc(C)c(C)c2n1	i	-1.1	972	5.1	1.6	5.5	-0.069	-0.16	-0.18	0.1	76*	4.1*	-2.5%	-6%	i	23	0.4	1778
CCOc1ccc(CC(=O)OCc2cc(=O)n3cc(Br)ccc3n2)cc1	i	0.3	1134	1.0	1.5	9.5	0.74	-0.25	0.79	-0.59	12	24	-1.9%	11%	i	12	0.28	1291
CCN1CCN(C2=CC3=CC(=C(C#N)C#N)CCC3CC2)CC1 (stereo not drawn)	>100µM*	0.2	1133	4.7	1.6	2.5	-5.2*	0.39*	-3.2*	-2*	22	6	142%	-14%	u	x	x	x
COc1cc(CNCc2cccs2)ccc1OCc1ccccc1	i	4.1	1407	2.3	1.8	5.3	-0.41	-0.2	0.3	-0.4	15	-2	-3.1%	0%	i	13	-2.1	765
COc1ccc(NS(=O)(=O)c2ccc(Oc3cccc(C(=O)O)c3)cc2)cc1	i	-3.1	1127	2.0	1.4	4.8	0.85	-0.13	0.58	-0.98	1	-3	6.8%	-4%	i	20	0.93	1496
COC(=O)CCCNC(=O)c1ccccn1	i	-1.3	1104	1.9	1.3	11	-0.37	-0.22	-0.17	0.9	-1	0	-1.8%	5%	i	13	-0.77	1267
O=C(Nc1ccc(Cl)cc1)Nc1nnc(/C=C/c2ccccc2)s1	i	-0.3	1266	x	x	x	-1.5	-0.2	-0.4	2	x	x	0.9%	15%	x	x	0.43	834
O=C(Nc1ccccc1)C1=C(c2ccccc2)S(=O)(=O)CCS1(=O)=O	i	3.1	940	1.6	1.8	8.9	-4.5*	2.2*	-2.1*	2.3*	9	16	-2.5%	22%	i	-5	x	x
CC(C)c1cc(C(F)(F)F)n2nc(C(=O)Nc3ccc4c(c3)OCO4)cc2n1	i	-4.6	933	1.2	3.0	14	1.1	-0.2	0.48	-0.36	-7	3	-1.5%	4%	i	-5	0.15	1224
CCCc1nnc(NC(=O)CCC(=O)N2CCN(C3c4ccccc4-c4ccccc43)CC2)s1	i	-0.9	1082	2.4	3.5	5.0	0.34	-0.26	0.69	-0.38	4	-3	1.7%	5%	i	4	0.32	1577
CC(C)CNC(=O)c1cccc(Cn2cc(Cl)cn2)c1	i	-1.1	899	4.6	3.0	9.8	-0.28	-0.22	0.35	-0.079	5	3	-0.2%	-8%	i	-7	0.19	1463
COc1cc(C(=O)NCc2ccco2)c(Br)c(OC)c1OC	i	0.6	1385	2.0	2.6	11	0.31	-0.41	-0.039	0.73	7	6	-1.9%	5%	i	-2	-0.21	1364
CCCCCCC(=O)N(O)C1CC(=O)N(Cc2ccccc2)C1=O (stereo not drawn)	i	-5.8	1126	6.4	3.1	3.7	-0.58	-0.28	-0.035	0.43	10	15	5.2%	0%	i	23	-0.11	1811
O=C(Nc1ccc(N2CCOCC2)cc1)c1ccccc1SCC(=O)N1CCCC1	i	4.6	1092	3.0	3.4	6.4	-0.9	-0.31	-0.4	0.33	-10	9	1.2%	2%	i	0	-0.16	1273
CCCNC(=O)COC(=O)/C=C/c1ccc2c(c1)OCO2	i	x	x	2.9	2.9	13	-1.1	-0.27	-0.74	1.1	-8	-3	0.1%	12%	i	6	0.77	1253
CC(=O)CCc1c(C)[nH]c2ccc(NC(C)=O)cc2c1=O	i	-4.9	992	4.1	2.9	5.1	-0.19	-0.26	0.24	-0.1	12	4	0.9%	-7%	i	22	0.73	1470
Cc1ccc(S(=O)(=O)N2CCCOC2CNC(=O)C(=O)NCCC2=CCCCC2)cc1 (stereo not drawn)	i	1.1	471	3.2	1.2	3.5	-0.67	-0.25	-0.36	1.7	5	-5	-1.1%	5%	i	2	-0.12	1227
Cc1cccc(C)c1OCC(=O)NNC(=O)Nc1ccc(Cl)cc1	i	-2.2	1174	1.8	1.6	2.9	0.96	-0.26	1.2	0.6	2	3	0.1%	29%	i	-3	x	x
CSc1n[nH]c(NC2=CC(=O)CCC2)n1	i	0.3	1182	4.6	1.8	6.2	0.085	-0.21	0.12	0.08	39	9	1.0%	-5%	i	5	0.28	1075
COc1ccc(-c2nsc3c(SCc4ccccc4)ncnc23)cc1	i	0.5	1222	3.1	1.9	0.9	0.58	-0.25	0.42	-0.42	-2	1	1.9%	20%	i	4	-0.18	1414
Cc1ccc(-c2nc3c(c(=O)c4ccccc4n3C)c(=O)n2Cc2ccco2)cc1	i	-1.0	1104	x	x	x	0.2	-0.16	0.13	-0.21	x	x	-4.2%	2%	x	x	-0.21	1473
COc1cccc(C(=O)N/N=C2/SCC(=O)N2CCc2ccc(OC)c(OC)c2)c1	i	-0.5	1109	4.0	2.0	11	1.6	0.15	0.45	-1.1	3	14	2.1%	0%	i	11	0.28	1851
CC(C)Oc1ccc(N2CC(C(=O)OCC(=O)NCc3ccccc3)CC2=O)cc1 (stereo not drawn)	i	0.5	1398	3.7	2.9	7.0	-0.55	-0.2	-0.47	-0.17	3	-23	-2.2%	-4%	i	14	-0.76	1571
CCOC(=O)c1[nH]c(C)c(CN(CCc2ccccc2)S(C)(=O)=O)c1C	i	-0.2	1192	4.9	1.9	8.3	0.91	0.2	0.67	1.2	1	6	0.1%	1%	i	11	0.53	972
COc1ccccc1-c1ccc(C(=O)O)o1	x	-1.6	1082	3.6	2.1	13	-1.4	-0.11	-0.35	-0.72	4	14	2.9%	9%	i	-17	-0.45	1371
CC1(C)C(=O)Nc2ccccc2N1C(=O)COC(=O)c1cc([N+](=O)[O-])ccc1N	i	0.1	1041	5.2	2.5	7.0	-0.054	-0.28	-0.15	0.57	11	2	-2.3%	3%	i	29	-0.26	1474
Cc1[nH]c(C(=O)N/N=C/c2ccc(N(C)C)cc2)c(C)c1C(=O)N/N=C/c1ccc(N(C)C)cc1	i	-0.1	1098	6.5	2.2	13	-0.62	-0.24	-0.49	0.7	-7	11	-3.5%	27%	i	12	-0.88	1215
COCC(C)N=C1NN=C(c2cc(C)n(Cc3ccccc3Cl)c2C)CS1 (stereo not drawn)	i	6.1	993	7.4	3.8	24	-0.43	-0.28	0.0045	0.51	44	35	-0.5%	-1%	i	4	-0.65	846
O=C(CSc1ccccc1C(=O)NCCCN1CCCC1=O)NCc1ccco1	i	x	x	3.7	1.2	2.8	1.2	-0.26	-0.36	0.041	-11	-10	3.0%	-3%	i	-3	-0.02	1252
O=C(COC(=O)C1(c2ccc(F)cc2)CCCC1)NCc1ccc2c(c1)OCO2	i	1.5	996	4.9	2.2	8.9	-0.43	-0.14	-0.31	-0.55	31	2	1.0%	2%	i	11	-0.7	1402
CCOc1ccc(N2C(=O)CC(N3CCN(C(=O)c4ccco4)CC3)C2=O)cc1 (stereo not drawn)	i	0.2	775	2.3	1.6	7.3	-0.41	-0.2	-0.074	0.4	4	11	-1.8%	-4%	i	-15	-0.02	1196
c1ccc2c(c1)ncc1cccn12	i	-1.1	1065	5.4	4.0	8.8	1.5	-0.28	0.69	-1.2	13	5	-0.3%	18%	i	-7	-0.46	990
Cc1ccc(C2=NN=C(NC(=O)CSc3nnc4c5ccccc5n(C)c4n3)SC2)cc1	i	-0.4	592	5.8	1.6	3.9	2.7	-0.2	0.84	-1.4	50	26	6.4%	32%	i	19	0.28	912
N#Cc1ccccc1Sc1ccccc1C(=O)OCC(=O)NC12CC3CC(CC(C3)C1)C2	i	0.5	957	4.3	3.1	9.1	-0.74	-0.039	-0.47	0.58	-14	0	0.3%	23%	i	-8	x	x
